CFTR F508del cor: correctors of CFTR F508del function in bronchial epithelial cells | 350,000 compounds, 0.36% hits | AID 720511 | activity (quench increase), % at 7.58 µM | CFBE cells, YFP halide quenching; stimulated with forskolin plus potentiator P3; % fluorescence drop versus neutral controls;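 active = mean added fluorescence quench of at least 8% versus neutral control, with both replicates also reaching 8%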;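 note: cells transiently co-express mutant CFTR-F508del with the halide-sensitive YFP; corrector assay measuring rescue of mutant channel to the surface after 24 h compound exposure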
miR-122 sensor: blocks miR-122 activity in Huh7 sensor cells | Huh7 miR-122 Renilla luciferase sensor, 48 h; neutral wells = 0, positive control = 100 | activation (reporter increase), % at 12.5 µM | 340,000 compounds, 0.3% hits;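 active = mean replicate activation score at least 90 and every replicate individually at or above 90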;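 note: higher luciferase means less miR-122 activity so hits act as miR-122 inhibitors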
INS-1E GSIS act: primary screen for activators of insulin secretion dependent on glucose, INS-1E cells, GLuc reporter luminescence; activation, % at 16.6 µM; 370,000 compounds, 0.61% hits; INS-1E GLuc reporter insulin secretion, 2-3 h; AID 743287;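 active = lowest replicate activation of at least 40%, so every replicate reaches that level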;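 note: 0% = median of neutral control wells and 100% = median of IBMX positive control wells; some compounds called inactive have numbers as strong as hits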
Statin myotox sup: suppression of simvastatin myotoxicity; C2C12 myotubes + simvastatin, ATP luminescence, 48 h; scaled: DMSO 0, geranylgeraniol control 100; rescue of ATP level, % at 7.49 µM; 330,000 compounds, 0.78% hits; AID 602340;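 active = mean ATP rescue above about 67%, or every replicate alone reaching that limit, limit read from the data, passing the limit was not always enough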;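 note: myotubes were challenged with 10 µM simvastatin during compound exposure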
PGC1a acetyl inh: modulators of PGC1a acetylation; U2OS PGC1a acetylation, AlphaScreen anti-acetyl-lysine; with virally co-expressed GCN5 acetyltransferase; inhibition, % at 15.6 µM; 350,000 compounds, 0.17% hits;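 active = every replicate shows inhibition of at least 40%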;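 note: 0% = neutral control wells and 100% = positive control wells; some results beyond the cut were filed as inactive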
PglD DTNB: blocks C. jejuni PglD acetyltransferase activity; purified PglD enzyme, DTNB colorimetric CoA detection; inhibition, % at 12.5 µM; 360,000 compounds, 0.098% hits; AID 602405; in the data active = inhibition above about 16%, passing the limit was not always enough; note: strong numbers were not always called active
FN deposition inh: fibronectin deposition inhibition; AH1F fibroblasts, Alexa488-fibronectin deposition fluorescence, overnight; inhibition, % at 12.6 µM; 350,000 compounds, 0.086% hits;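 active = mean inhibition across replicates of 30% or more, regardless of how many single replicates reach that level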;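 note: positive control wells lacked labelled fibronectin entirely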
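Assay system: AH1F fibroblast monolayer, labelled fibronectin deposition. Amount: 10000 cells per well. Also added: labelled fibronectin 24 nM. Compound: single-point pinned compound. Incubation: cell attachment 1 h, compound and FN exposure overnight. Detection: fluorescence after three HBSS washes, excitation 485 nm, emission 525 nm. Read-out: inhibition of fibronectin deposition signal.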
Cneo AK release: causes C. neoformans cell lysis | adenylate kinase release luminescence, 4 h; normalised: neutral wells 0, clomiphene wells 100 | lysis activity, % at 15 µM | 360,000 compounds, 0.2% hits | AID 651654;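 active = mean lysis activity across replicates of at least 80%, whatever share of replicates individually reach that level; inactive = mean lysis activity below 80%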
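Signal: Adenylate kinase release luminescence | Assay system: Log-phase Cryptococcus neoformans yeast cells | Input: Cells at 5 × 10^6 per mL | Buffer or medium: Fresh YPD growth medium | Compound: Single dose | Schedule: Static 4 h at 37 °C with compound, 1 h detection | Controls: Clomiphene | Read-out: Luminescence rise reflecting yeast cell lysis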
Numbers without * were called inactive; [ ] = another dose, or the depositor's remark.

Start of the listing, in advance:
`CC1CCN(C(=S)c2cccc(O)c2)CC1` gave CFTR F508del cor 1.5, INS-1E GSIS act -26, PglD DTNB -5, FN deposition inh -6 and Cneo AK release 0.
For COc1cc(NS(=O)(=O)c2ccc(NS(=O)(=O)c3ccccc3)cc2)nc(OC)n1 the results were miR-122 sensor 0, PGC1a acetyl inh -2, PglD DTNB 0 and Cneo AK release -5.

Results (from the top)
`CC1CCN(C(=S)c2cccc(O)c2)CC1` gave CFTR F508del cor 1.5, INS-1E GSIS act -26, PglD DTNB -5, FN deposition inh -6 and Cneo AK release 0.
For COc1cc(NS(=O)(=O)c2ccc(NS(=O)(=O)c3ccccc3)cc2)nc(OC)n1 the results were miR-122 sensor 0, PGC1a acetyl inh -2, PglD DTNB 0 and Cneo AK release -5.
For Cn1c(N)c(C(=O)CSc2ccccn2)c(=O)n(C)c1=O the results were miR-122 sensor -6, INS-1E GSIS act 8, PGC1a acetyl inh 3, PglD DTNB 2, FN deposition inh -4 and Cneo AK release 3.
Cc1cc(CN(C)C(=O)c2ccc(OC3CCN(Cc4ccccn4)CC3)cc2)on1 was read as CFTR F508del cor 0.9, miR-122 sensor -5, INS-1E GSIS act -10, Statin myotox sup -6, PGC1a acetyl inh -12, PglD DTNB 4, FN deposition inh -7 and Cneo AK release -1.
C[C@H]1CN([C@@H](C)CO)C(=O)c2cc(-c3cncnc3)cnc2O[C@@H]1CN(C)C(=O)Cc1cccnc1 was read as CFTR F508del cor -0.4, miR-122 sensor -1[16.7 µM], INS-1E GSIS act -1, Statin myotox sup 16, PGC1a acetyl inh 0, PglD DTNB 6, FN deposition inh 1 and Cneo AK release 4.
`CNC[C@@H]1OCCCC[C@H](C)Oc2ccc(NS(=O)(=O)c3ccc(OC)cc3)cc2C(=O)N([C@@H](C)CO)C[C@@H]1C` gave CFTR F508del cor 1.1, miR-122 sensor -2[16.7 µM], INS-1E GSIS act 21, Statin myotox sup 19, PGC1a acetyl inh -15, PglD DTNB 0 and Cneo AK release 3.
`O=C(NCCCNC1CCCCC1)c1ccc(/C=N/O)nc1` gave miR-122 sensor -4, PGC1a acetyl inh -10, PglD DTNB -1 and Cneo AK release -1.
COCC(C)NCc1ccc(C)cc1C (stereo unspecified) was read as miR-122 sensor 6, Statin myotox sup 11, PglD DTNB 2 and Cneo AK release -1.
Screening CCC(=O)N1CCN(C(=O)CC)C1c1ccccc1 returned miR-122 sensor -1, Statin myotox sup 0, PGC1a acetyl inh 4, PglD DTNB -3 and Cneo AK release 1.
S=C(NCc1ccccc1)NC1CCCc2ccccc21 (stereo unspecified) was read as CFTR F508del cor -1.0, miR-122 sensor 49, INS-1E GSIS act 1 and PGC1a acetyl inh -13.
`CN1C(=O)c2cc(NS(=O)(=O)c3cccc(F)c3)ccc2OC[C@@H]2O[C@@H](CC(=O)NCCN3CCCCC3)CC[C@H]21` gave CFTR F508del cor -1.1, miR-122 sensor 22[16.7 µM], INS-1E GSIS act 1, Statin myotox sup -25, PGC1a acetyl inh 0, PglD DTNB -2, FN deposition inh -4 and Cneo AK release 0.
CCOC(=O)c1cnc(-n2nc(C)cc2C)nc1-n1nc(C)cc1C was read as miR-122 sensor 3, INS-1E GSIS act 92, Statin myotox sup -12, PGC1a acetyl inh -16, PglD DTNB 4, FN deposition inh -1 and Cneo AK release 1.
COc1ccccc1-c1ccc2n(c1=O)C[C@H]1[C@H](CO)[C@@H](C(=O)N(C)C)N(CC3CCOCC3)[C@@H]21 was read as CFTR F508del cor -1.7, miR-122 sensor 2[16.7 µM], INS-1E GSIS act 12, Statin myotox sup -1, PGC1a acetyl inh -13, PglD DTNB 4 and Cneo AK release 1.
CN1CCN(C(=O)c2ccccc2Nc2ccc(SC(F)F)cc2)CC1 was read as CFTR F508del cor 3.7, miR-122 sensor -1, INS-1E GSIS act -2, Statin myotox sup 3, PGC1a acetyl inh -13, PglD DTNB 1, FN deposition inh 7 and Cneo AK release 2.
COc1ccc(NC(=O)N(C)[C@H]2C[C@H]3c4[nH]c5ccc(-c6ccc7c(c6)OCO7)cc5c4CCN3C[C@H]2[C@H](C)O)cc1 was read as CFTR F508del cor 1.8, miR-122 sensor -5, INS-1E GSIS act -13, Statin myotox sup -14, PGC1a acetyl inh -17 and FN deposition inh -4.
Screening Cc1c(C(=O)OCC(=O)NCC2CCCO2)oc2ccccc12 (stereo unspecified) returned CFTR F508del cor 1.4, miR-122 sensor -7, INS-1E GSIS act 16, Statin myotox sup 0, PGC1a acetyl inh 8 and FN deposition inh -1.
`CCOc1ccccc1C(=O)OCC(=O)Nc1cccc(S(=O)(=O)NC2=NCCCCC2)c1` gave CFTR F508del cor 2.4, miR-122 sensor -1, INS-1E GSIS act -7, Statin myotox sup -12, PGC1a acetyl inh -18, PglD DTNB -4, FN deposition inh 4 and Cneo AK release 1.
Screening Cc1cc(Cl)cc(C)c1OCC(=O)O returned miR-122 sensor 0, Statin myotox sup 14, PGC1a acetyl inh -5, PglD DTNB 1 and Cneo AK release 3.
Screening NC(=O)c1nsc(C(=O)N(CC(=O)NCc2ccc3c(c2)OCO3)C2CCCC2)c1N returned miR-122 sensor 9, Statin myotox sup -11, PGC1a acetyl inh 7, PglD DTNB 0 and Cneo AK release 0.
`Cc1ccccc1NS(=O)(=O)c1ccc(OCC(=O)NCc2ccccn2)cc1` gave CFTR F508del cor -0.7, miR-122 sensor 0, INS-1E GSIS act 7, PGC1a acetyl inh 0 and FN deposition inh 0.
For COc1ccccc1CNC(=O)c1cn(C)c2ccc(S(=O)(=O)N3CCCC3)cc2c1=O the results were CFTR F508del cor -4.9, INS-1E GSIS act 10, PGC1a acetyl inh 6 and FN deposition inh 1.
COC/C=C/C1=CC2=CC(=O)C(C)(OC(=O)c3cnc4ccccc4n3)C(=O)C2=CN1CCOC (stereo unspecified) was read as CFTR F508del cor -0.1, INS-1E GSIS act 18, Statin myotox sup 3, FN deposition inh -9 and Cneo AK release 0.
`Cc1ccc(S(=O)(=O)Nc2ccc3ncccc3c2)cc1` gave miR-122 sensor 146*, Statin myotox sup 2, PglD DTNB -1, FN deposition inh -10 and Cneo AK release -9.
`O=C(/C=C/c1ccccc1)C1=C(O)C(=O)N(CCO)C1c1cccc([N+](=O)[O-])c1` (stereo unspecified) gave CFTR F508del cor 1.0, miR-122 sensor -8, INS-1E GSIS act 1, PGC1a acetyl inh 1, PglD DTNB -5, FN deposition inh -5 and Cneo AK release 1.
C=CCn1cc(/C=N/N2C(=O)C3C4C=CC(C4)C3C2=O)c2ccccc21 (stereo unspecified) was read as CFTR F508del cor 0.5, miR-122 sensor -7, INS-1E GSIS act 0, PGC1a acetyl inh 8, PglD DTNB 6, FN deposition inh -2 and Cneo AK release 3.
CC(=O)Nc1ccc(NC(=O)CSc2nc3ccccc3nc2N2CCC(C)CC2)cc1 was read as CFTR F508del cor 1.3, miR-122 sensor 5, INS-1E GSIS act -1, Statin myotox sup 13, PGC1a acetyl inh 15, PglD DTNB 1, FN deposition inh -14 and Cneo AK release 0.
For O=c1[nH]nc(SCc2nnc(-c3cccc(Cl)c3)o2)n1C1CCCCC1 the results were CFTR F508del cor -2.1, INS-1E GSIS act -2, Statin myotox sup -5, PGC1a acetyl inh 0, PglD DTNB -4, FN deposition inh 1 and Cneo AK release 4.
Screening COc1ccc(/C=N/NC(=O)C2C(C=C(Cl)Cl)C2(C)C)c(OC)c1 (stereo unspecified) returned CFTR F508del cor 0.4, INS-1E GSIS act -5, PGC1a acetyl inh 1 and FN deposition inh -9.
For Cc1c(OCC(=O)NCCCN2CCCC2=O)ccc2c3c(c(=O)oc12)CCC3 the results were CFTR F508del cor 1.2, miR-122 sensor -4, INS-1E GSIS act 24, Statin myotox sup -7, PGC1a acetyl inh -17, PglD DTNB 8, FN deposition inh -5 and Cneo AK release 0.
For COC(=O)CCC(C)C1CCC2C3C(OC(C)=O)CC4CC(O)CCC4(C)C3CC(O)C12C (stereo unspecified) the results were CFTR F508del cor 1.9, miR-122 sensor -32, Statin myotox sup 4, PglD DTNB 2, FN deposition inh -8 and Cneo AK release -1.
Screening COc1ccc(CNC(=O)COC(=O)c2ccc3ccccc3n2)cc1 returned CFTR F508del cor -2.2, Statin myotox sup -1, PGC1a acetyl inh 2, PglD DTNB 0, FN deposition inh -11 and Cneo AK release -1.
For O=C(CCc1nc2ccccc2c(=O)[nH]1)NNC(=O)c1cccc(Cl)c1 the results were CFTR F508del cor 0.0, miR-122 sensor 0, INS-1E GSIS act 44*, Statin myotox sup -7, PGC1a acetyl inh -14, PglD DTNB 0, FN deposition inh 1 and Cneo AK release 0.
O=C(O)c1cccc(NC(=O)c2cn(-c3ccccc3)nc2-c2cc3ccccc3o2)c1 was read as CFTR F508del cor -0.4, miR-122 sensor -6, INS-1E GSIS act 5, PglD DTNB 8, FN deposition inh 5 and Cneo AK release -3.
For Nc1nonc1-n1nnc(C(=O)N/N=C/c2ccncc2)c1CSc1ccc(Cl)cc1 the results were CFTR F508del cor -0.8, miR-122 sensor 1, Statin myotox sup 4, PGC1a acetyl inh -1, PglD DTNB 10, FN deposition inh 7 and Cneo AK release -3.
C[C@@H]1CN([C@@H](C)CO)C(=O)c2cc(NC(=O)Nc3ccc(C(F)(F)F)cc3)ccc2O[C@@H](C)CCCCO[C@H]1CN(C)S(=O)(=O)c1ccc(F)cc1 was read as CFTR F508del cor 2.1, miR-122 sensor 4[16.7 µM], INS-1E GSIS act 15, PGC1a acetyl inh -15, PglD DTNB 3, FN deposition inh 7 and Cneo AK release -4.
`C[C@@H]1CN([C@@H](C)CO)C(=O)c2cc(NS(=O)(=O)c3cn(C)cn3)ccc2O[C@@H](C)CCCCO[C@@H]1CN(C)C(=O)Nc1ccc2c(c1)OCO2` gave CFTR F508del cor -0.2, miR-122 sensor 21[16.7 µM], INS-1E GSIS act 12, PGC1a acetyl inh 2, PglD DTNB 4 and Cneo AK release -1.
For O=C(O)c1cccc(S(=O)(=O)Nc2ccccc2Cc2ccccc2)c1 the results were CFTR F508del cor 0.0, INS-1E GSIS act -2, Statin myotox sup 10, PglD DTNB 0, FN deposition inh 2 and Cneo AK release 2.
Screening CNC(=O)C[C@H]1CC[C@@H]2[C@H](COc3ccc(NC(=O)Nc4cccc(Cl)c4)cc3C(=O)N2C)O1 returned CFTR F508del cor -2.4, miR-122 sensor 19[16.7 µM], INS-1E GSIS act -11, Statin myotox sup 3, PGC1a acetyl inh 8, PglD DTNB 1, FN deposition inh -9 and Cneo AK release 2.
COC1CCCCC1Nc1ccc(C)c(C)c1 (stereo unspecified) was read as CFTR F508del cor -1.1, miR-122 sensor 3, INS-1E GSIS act 8, Statin myotox sup 1, PGC1a acetyl inh -2, PglD DTNB 1, FN deposition inh -12 and Cneo AK release 0.
Screening Cc1nc(NCCCN2CCOCC2)c2cnn(-c3ccccc3)c2n1 returned CFTR F508del cor 0.6, miR-122 sensor -10, INS-1E GSIS act 14, Statin myotox sup -7, PGC1a acetyl inh -3, PglD DTNB -8, FN deposition inh 5 and Cneo AK release 0.
For CCN(CC)C(=O)C1CCCN(C(=O)Nc2ccc(NC(=O)N3CCCC(C(=O)N(CC)CC)C3)cc2)C1 (stereo unspecified) the results were miR-122 sensor -3, Statin myotox sup 2, PGC1a acetyl inh 1, PglD DTNB -3, FN deposition inh -6 and Cneo AK release 2.
